Screening data as filed in PubChem.
Epigenetic derep: epigenetic control regulation, reporter derepression; murine LDR cells, GFP reporter derepression, 30 h; Potency, µM (series often up to 53.9 µM), inactives show at the top dose GFP activation, usual class: activators; hit rate 0.2% among 280,000; AID 1865; also: % of control where 0% means no effect; nearly all actives have a fitted effect of over 60% in size
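Reporter derepression read as number of fluorescent GFP-positive objects, 20-120 um in size, counted by laser-scanning cytometer. Mouse LDR line with an epigenetically silenced CMV-GFP locus; compound incubation 30 h, 37 C.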
aGal spleen mod: inhibits or activates alpha-galactosidase in human spleen homogenate; human spleen homogenate, 4MU-alpha-Gal fluorescence, 40 min; P06280; Potency, µM (doses to about 80 µM), without a hit: at the top dose activity change, negative = inhibition, hits mostly inhibitors; hit rate 0.008% among 240,000;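 also: 0% = enzyme with vehicle and -100% = no enzyme basal signal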
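Inhibition or activation of alpha-galactosidase in human spleen homogenate is scored by 4-MU fluorescence after 40 min at 37C, pH 5.0, with 1 mM substrate. AC50s come from concentration-response fitted to the Hill equation.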
GAA inhib: inhibitors of human lysosomal alpha-glucosidase; P10253; purified human GAA, 4-MU-alpha-glucoside fluorescence; Potency, µM (series often up to 76.9 µM), for the others: at the highest dose activity change, negative = inhibition, actives largely listed as inhibitors; hit rate 0.005% among 200,000; AID 1466;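 also: plate controls were uninhibited enzyme wells for no effect and no-enzyme background for full effect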
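Human alpha-glucosidase, 4 nM, pre-mixed with test compounds before 400 uM 4-methylumbelliferyl substrate; 20 min room temperature at pH 5.0. Fluorescence read after pH 10 stop; AC50 values from Hill-equation fits.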
GAA glycogen: alters human alpha-glucosidase cleavage of glycogen; recombinant GAA, glycogen substrate, Amplex Red glucose oxidase fluorescence; Potency, µM (titrated, usually from 76.4 µM), for the others: at the top dose activity change, negative = inhibition, usual class: inhibitors; P10253; hit rate 0.38% among 300,000; AID 2100;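 also: 0% = full enzyme reaction and -100% = no-enzyme basal signal; the screen sought inhibitors and activators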
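Recombinant human alpha-glucosidase (4 nM final) hydrolysed bovine liver glycogen (30 ug) for 40 min at 37 C in pH 5.0 citrate/phosphate with 0.01% Tween-20. Released glucose detected by glucose oxidase/Amplex Red, Ex 573/Em 610 nm. Compounds up to 77 uM; AC50 from Hill fits.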
aGlu spleen mod: lysosomal alpha-glucosidase (human) modulation; hit rate 0.006% among 240,000; Potency, µM (doses to about 79.9 µM), without a hit: at the top dose activity change, negative = inhibition, most hits filed as inhibitors; AID 2112; human spleen homogenate, 4-MU-alpha-glucoside fluorescence; P10253;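 also: 0% = enzyme with vehicle and -100% = no enzyme basal signal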
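Enzyme source: human spleen homogenate, 1 ug/well. Buffer 50 mM citric acid/K phosphate pH 5.0, 0.01% Tween-20. 4-MU-alpha-glucoside 1 mM; 37 C x 40 min; NaOH/glycine stop; fluorescence.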
NPSR antag: neuropeptide S receptor (human) antagonism, cAMP. Q6W5P4. Potency, µM (highest dose often 38.3 µM), without a hit: top-dose activity change, negative = inhibition, usual class: inhibitors. hit rate 1% among 220,000. CHO-NPSR cells, cAMP TR-FRET, antagonist mode; also: % is scaled to controls: 0 for no effect and ±100 for the full control effect; nearly all actives have a fitted effect of over 50% in size; many of its hits are not listed in these tables
Target sequence (Q6W5P4 whole entry, looked up): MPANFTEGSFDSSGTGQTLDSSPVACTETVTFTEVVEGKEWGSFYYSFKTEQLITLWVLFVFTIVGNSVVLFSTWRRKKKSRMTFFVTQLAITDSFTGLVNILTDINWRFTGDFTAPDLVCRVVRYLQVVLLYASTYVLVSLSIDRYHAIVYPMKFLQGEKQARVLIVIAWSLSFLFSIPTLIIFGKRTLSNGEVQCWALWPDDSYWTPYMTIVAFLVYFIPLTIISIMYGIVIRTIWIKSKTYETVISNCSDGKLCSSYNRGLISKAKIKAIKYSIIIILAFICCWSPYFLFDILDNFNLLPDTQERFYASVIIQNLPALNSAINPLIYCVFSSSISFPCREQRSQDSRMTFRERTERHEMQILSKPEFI
ALDH1A1 inh: ALDH1A1 (human) enzyme inhibition | P00352 | Purified ALDH1A1, NADH fluorescence, propionaldehyde substrate | Potency, µM (doses to about 75.3 µM), for the others: at the highest dose activity, negative = inhibition, most hits filed as inhibitors | hit rate 7.3% among 220,000 | AID 1030; active = well fitted inhibition curve with a large enough effect, not every such curve was filed as active; inconclusive = small, poorly fitted or top-dose-only effect, or another doubt; inactive = no such curve, though single readings can be large or run the other way;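 also: plate controls were no enzyme wells and a reference inhibitor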
Target sequence (P00352 whole entry, looked up): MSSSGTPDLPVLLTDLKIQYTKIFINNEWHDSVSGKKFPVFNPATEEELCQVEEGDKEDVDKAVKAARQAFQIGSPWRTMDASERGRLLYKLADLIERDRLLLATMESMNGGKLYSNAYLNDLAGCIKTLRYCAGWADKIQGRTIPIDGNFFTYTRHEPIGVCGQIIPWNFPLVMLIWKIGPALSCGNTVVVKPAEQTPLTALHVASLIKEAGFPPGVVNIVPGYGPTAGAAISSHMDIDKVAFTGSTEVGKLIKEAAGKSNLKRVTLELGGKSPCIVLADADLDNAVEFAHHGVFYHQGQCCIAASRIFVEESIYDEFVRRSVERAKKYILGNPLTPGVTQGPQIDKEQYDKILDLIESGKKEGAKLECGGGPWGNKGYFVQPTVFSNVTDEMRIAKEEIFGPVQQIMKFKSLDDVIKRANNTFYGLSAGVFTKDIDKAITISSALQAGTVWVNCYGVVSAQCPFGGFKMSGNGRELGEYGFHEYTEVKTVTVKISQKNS
Tau fluor counter: counter-screen for tau fibril formation inhibitors | tau K18 P301L (four-repeat tau fragment) Alexa594 fluorescence, heparin fibrillization | Potency, µM (titrated, usually from 57.7 µM), for the others: top-dose activity change, negative = decrease | hit rate 0.93% among 280,000 | AID 1463; also: % is scaled to controls: 0 for no effect and ±100 for the full control effect; nearly all actives have a fitted effect of over 55% in size
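Human K18 P301L tau (15 uM unlabeled plus 0.24 uM Alexa 594-labeled, final) in 100 mM sodium acetate pH 7 was mixed with compound and 20 uM heparin and incubated 6 hr at 37 C.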
* = called active by the depositor; ? = inconclusive; . = not tested or not shown; & = joins results of further samples; [ ] = remark or other dose. Unless noted, calls follow the shape of the dose curve; as a rule, active = well fitted curve in the direction sought with a large enough effect; inconclusive = small, poorly fitted or top-dose-only effect, or another doubt; inactive = no such curve, though single readings can be large; an effect the other way counts as inactive or inconclusive. Potency is read from the fitted curve at half-maximal effect. A portion of the library. The share of hits here may be higher or lower than overall.

SMILES	Epigenetic derep	aGal spleen mod	GAA inhib	GAA glycogen	aGlu spleen mod	NPSR antag	ALDH1A1 inh	Tau fluor counter
Cc1ccc(CNC(=O)C(NS(=O)(=O)c2cccs2)C(C)C)cc1 (stereo unspecified)	-0.9%&1.5%	4%	4%	9%[76.3 µM]	3%	6%[46.1 µM]	4%	-10%&-11%
CCNc1ccc(C(=O)OCC)cc1NC(=O)c1cccc(N(C)C)c1	0.7%	-1%	-4%	-8%	-8%	?	1%	-19%
O=C(c1cccc2c1C(=O)N(Cc1cccnc1)C2)N1CCN(c2ccccc2)CC1	-1.1%	10%	3%	-1%	2%	-13%[46.1 µM]	5%	0%
COc1ccc(N2Cc3ccccc3C2)cc1Cl	-0.8%	2%	-2%	1%	-5%	-2%[46.1 µM]	?	-14%
Cc1ccc(OCC(=O)Nc2ccccc2Sc2ccc(Cl)cc2)c([N+](=O)[O-])n1	-0.9%	1%	-13%	3%	-2%	?	-8%	?
O=C(c1cnn2c(C(F)(F)F)cc(-c3ccc4c(c3)OCO4)nc12)N1CCCCC1	-0.5%	6%	?	6%	-12%	-24%[46.1 µM]	2%	2%
CCOc1ccc2c(c1)/C(=N/N1C(=O)c3ccccc3C1=O)C(=O)N2	0.8%	-7%	2%	2%	-4%	-16%	?	-12%
CN(c1ccccc1)S(=O)(=O)c1ccc(C(=O)Nc2nccs2)cc1	11%	?	-10%	5%	18%	4%[46.1 µM]	-104%	-13%
C=C1c2cccc(OC)c2O[C@H](C(=O)OCC)[C@@H]1CCC(C)C	0.7%	-10%[119 µM]	.	.	-7%[119 µM]	.	?	-15%[81.3 µM]
COc1ccc(CC(NC(=O)c2ccccc2)C(=O)NCC(=O)O)cc1 (stereo unspecified)	-1.2%	11%	-15%	1%	5%	0%[46.1 µM]	8%	-2%
COc1ccc(C)cc1NC(=O)CCCN1C(=S)NC(C)(C)CC1C (stereo unspecified)	-0.9%	1%	0%	-10%	-7%	9%	-3%	-10%
Nn1c(SCc2ccc(F)cc2)nnc1-c1cccnc1	0.5%	1%	.	-4%	2%	?	.	-12%
O=C(NCCc1ccccc1)C1CCN(C2CCN(Cc3ccc(CO)o3)CC2)CC1	-1.1%	1%	-15%	-9%	2%	-6%	9%	7%
COc1ccc(CCN(C)CCCC(C#N)(c2cc(OC)c(OC)c(OC)c2)C(C)C)cc1OC (stereo unspecified)	-2.2%&1.2%&0.0%&1.1%	-6%&3%&-4%&-7%	-13%[15.4 µM]	4%	-5%&7%&0%&-15%	?	-3%&-16%&1%&11%	-12%&-13%&-1%&-5%
Cc1[nH]n(-c2ccccc2)c(=O)c1/C=N/c1ccccn1	-1.1%	-4%	3%	-14%	-4%	-21%[46.1 µM]	-6%	-5%
O=C(NCC1CCCN(Cc2ccc3nonc3c2)C1)c1ccc(F)cc1 (stereo unspecified)	0.9%	1%	-4%	-8%	-8%	52%	-8%	-22%
COc1cc(C(C)=O)ccc1OCC(=O)c1cc(C)n(C2CC2)c1C	2.6%	7%	0%	9%	-3%	-17%[46.1 µM]	1%	-2%
CCC(C)NC(=O)C1CCN(S(=O)(=O)c2cccc3cccnc23)CC1 (stereo unspecified)	0.2%	-8%	-7%[15.4 µM]	12%	-3%	-5%[46.1 µM]	0%	8%
Cc1ccccc1Cn1ccc(NC(=O)c2cnn3c2NC(c2ccccc2)CC3C(F)(F)F)n1 (stereo unspecified)	-1.0%	-5%	-6%	-12%	-4%	?	3%	-18%
CSc1nccc(N2CCN(c3ccc(F)cc3)CC2)n1	1.0%	3%	?	6%	-4%	-11%	22%	-15%
Cc1ccc(C(=O)CC2(O)C(=O)N(Cc3ccccc3Cl)c3ccccc32)o1 (stereo unspecified)	-1.1%	7%	-2%	-22%	1%	-30%[46.1 µM]	3.5µM*	-5%
CS(=O)(=O)N(CC(=O)Nc1cccc([N+](=O)[O-])c1)c1ccccc1	-1.6%	2%	5%	7%	7%	-16%	3%	-13%
CN(Cc1nccs1)C(=O)CC1C(=O)NCCN1Cc1ccc(-c2ccccc2)cc1 (stereo unspecified)	6.2%	6%	.	-2%	-1%	21%	.	-12%
O=C(CSc1nnc(-c2c[nH]c3ccccc23)o1)N(Cc1ccccc1)c1ccc(F)cc1	-1.0%	13%	3%	-13%	-6%	7.9µM*	9%	0%
CCOC(=O)CN(Cc1sccc1C)C(=O)Nc1ccc(OC)cc1OC	0.0%	-6%	1%	-2%	-3%	11%	6%	20%
Cc1ccc([N+](=O)[O-])cc1NC(=O)c1ccc(C(C)(C)C)cc1	-1.1%	-4%	?	-1%	-15%	-24%[46.1 µM]	-9%	-18%
Cc1cccc2c1-c1sc(C(=O)Nc3nccs3)cc1CO2	2.9%	23%	13%	-16%	6%	-11%[46.1 µM]	?	-28%
Nc1c(-c2ccc(Cl)cc2)cnn1-c1cccc(C(F)(F)F)c1	-0.9%	5%	-4%	-2%	-2%	-24%[46.1 µM]	-7%	-14%
CCC1CCCCN1Cc1ccc(OC)c(C)c1C (stereo unspecified)	0.8%	-3%	-3%	-1%	-9%	-11%[46.1 µM]	1%	-7%
N#CC/C(N)=N/NC(=O)CCCNc1ncc(C(F)(F)F)cc1Cl	-1.6%	-15%	12%	?	-21%	10%	?	?
CCOc1ccccc1-c1nc(-c2ccc(NC(=O)Cc3ccccc3OC)cc2)no1	0.0%	2%	-16%	-1%	-1%	-11%[46.1 µM]	-8%	?
Cc1cc(C(=O)N/N=C2\CCCC(C)C2)n[nH]1 (stereo unspecified)	-2.6%	7%	-4%	?	3%	1%[46.1 µM]	1%	-4%
O=C(N/N=C/c1ccc(N2CCOCC2)cc1)c1cccs1	-0.3%	-3%	-2%	-1%	0%	-6%	?	-25%
O=C(O)Cc1ccc(OCc2ccc(Cl)nc2)cc1	0.6%	0%	-1%	0%	.	-13%	-1%	-2%
Cc1ccc(S(=O)(=O)c2c(N)n(CC3CCOC3)c3nc4ccccc4nc23)cc1 (stereo unspecified)	-1.0%	?	?	4%	22%	?	?	?
Cc1csc(NC(=O)c2ccc(S(=O)(=O)N(C)c3ccccc3)cc2)n1	-0.9%	0%	-5%	2%	-4%	-22%[46.1 µM]	1%	?
O=C(Oc1ccc(-c2nccc(-c3ccccn3)n2)cc1)c1cccc(C(F)(F)F)c1	-2.8%	5%	0%	14%	-11%	-9%[46.1 µM]	8%	-12%
CCn1c(SCC(=O)N(Cc2ccccc2)C2CCS(=O)(=O)C2)nc2ccccc2c1=O (stereo unspecified)	-3.5%	-12%	-5%	14%	-4%	-14%[46.1 µM]	-10%	-4%
COc1ccc(O)c(C=Nc2cc(C)on2)c1	1.7%	-9%	-3%	-3%	-2%	-8%[46.1 µM]	39%[activator]	1%
CN(C)CCNc1ncnc2c1sc1nc(N3CCOCC3)c3c(c12)CC(C)(C)SC3	-0.8%	0%	-9%	-12%	-5%	-4%[46.1 µM]	-2%	-8%

Nothing new here: an excerpt of the list.
SMILES	Epigenetic derep	aGal spleen mod	GAA inhib	GAA glycogen	aGlu spleen mod	NPSR antag	ALDH1A1 inh	Tau fluor counter
Cc1cc(C(=O)N/N=C2\CCCC(C)C2)n[nH]1 (stereo unspecified)	-2.6%	7%	-4%	?	3%	1%[46.1 µM]	1%	-4%
O=C(N/N=C/c1ccc(N2CCOCC2)cc1)c1cccs1	-0.3%	-3%	-2%	-1%	0%	-6%	?	-25%
O=C(O)Cc1ccc(OCc2ccc(Cl)nc2)cc1	0.6%	0%	-1%	0%	.	-13%	-1%	-2%
Cc1ccc(S(=O)(=O)c2c(N)n(CC3CCOC3)c3nc4ccccc4nc23)cc1 (stereo unspecified)	-1.0%	?	?	4%	22%	?	?	?
Cc1csc(NC(=O)c2ccc(S(=O)(=O)N(C)c3ccccc3)cc2)n1	-0.9%	0%	-5%	2%	-4%	-22%[46.1 µM]	1%	?
O=C(Oc1ccc(-c2nccc(-c3ccccn3)n2)cc1)c1cccc(C(F)(F)F)c1	-2.8%	5%	0%	14%	-11%	-9%[46.1 µM]	8%	-12%
CCn1c(SCC(=O)N(Cc2ccccc2)C2CCS(=O)(=O)C2)nc2ccccc2c1=O (stereo unspecified)	-3.5%	-12%	-5%	14%	-4%	-14%[46.1 µM]	-10%	-4%
COc1ccc(O)c(C=Nc2cc(C)on2)c1	1.7%	-9%	-3%	-3%	-2%	-8%[46.1 µM]	39%[activator]	1%
CN(C)CCNc1ncnc2c1sc1nc(N3CCOCC3)c3c(c12)CC(C)(C)SC3	-0.8%	0%	-9%	-12%	-5%	-4%[46.1 µM]	-2%	-8%

(next part)
SMILES	Epigenetic derep	aGal spleen mod	GAA inhib	GAA glycogen	aGlu spleen mod	NPSR antag	ALDH1A1 inh	Tau fluor counter
CC1CC(C)CN(CCCCOc2ccc([N+](=O)[O-])cc2)C1 (stereo unspecified)	-1.6%	-1%	3%	-7%	1%	15%	-12%	-8%
COc1ccc(Br)cc1/C=C/C(=O)NC(=S)Nc1ccc(Cl)c(C(=O)O)c1	2.3%	-3%	-6%	6%	-1%	-30%	-16%	14%
COC(=O)c1ccc(NC(=O)CSc2nnc(C(C)NC(=O)c3ccccc3Cl)n2C)cc1 (stereo unspecified)	13%	-4%	-12%	9%	-3%	1%[46.1 µM]	-1%	-2%
COC(=O)c1[nH]c2cc(C)ccc2c1NC(=O)CN1CCOCC1	2.1%	-7%	-4%[15.4 µM]	3%	5%	-4%	-9%	-8%
O=C(CCS(=O)(=O)c1ccccc1)Nc1nc(-c2ccc(F)cc2)cs1	2.0%	-8%	.	8%	-11%	-5%	.	.
COc1ccc(-c2nnc(SCc3cc(C)cc(C)c3)o2)cc1	-1.1%	5%	-7%	-6%	-1%	-29%[46.1 µM]	-5%	-5%
Cc1ccc2nc(N(CCCN(C)C)C(=O)c3ccco3)sc2c1	-3.7%&-1.2%	-4%	7%	-5%	3%	-6%	0%	-10%&-16%
O=S(=O)(/N=C(/Nc1ccc(Cl)cc1Cl)c1ccccc1)c1cccs1	-4.5%	3%	-6%	-8%	-1%	45%	?	-24%
CCOC(=O)C1(Cc2ccccc2Cl)CCN(C(=O)CCn2ccnc2C)CC1	4.2%	-8%	9%	5%	2%	29%	-6%	2%
Cc1nc(-c2cccnc2)sc1C(N)=O	-1.1%	2%	6%	4%	1%	-2%[46.1 µM]	5%	-5%
